RMI FANCM FP: disruptors of RMI1/RMI2 association with MM2 peptide – biochemical, fluorescence polarization, human, primary screen; RMI core complex (RMI1/RMI2) binding to FANCM MM2 peptide, human; RMI core complex with F-MM2 peptide; hits give low values; FP signal (polarization) at 33 µM; 70,000 tested, 0.58% active; AID 1159607, 2016; in the data active = FP signal below about 40; note: inactives centre near 61; strong numbers were not always called active; unit not given here
An asterisk follows results filed as active.

What do the screens show for `CCN1CCN(CC(=O)Nc2ccc(OC(F)(F)F)cc2)C(=O)C1=O`?
RMI FANCM FP: 59

How did COc1ccc(-c2csc(-c3nnn(-c4cccc(Cl)c4)c3C)n2)cc1OC do in these assays?
RMI FANCM FP: 72

How did COc1ccc(-c2nc(CNS(=O)(=O)c3ccc4ccccc4c3)cs2)cc1 do in these assays?
RMI FANCM FP: 65

How did Cc1ccc(C)n1CCN1CCN(C(=O)c2ccco2)CC1 do in these assays?
RMI FANCM FP: 79

What do the screens show for `Cn1c(=O)n(Cc2ccccc2Cl)c(=O)c2c(N3CCN(C(=O)c4ccco4)CC3)ccnc21`?
RMI FANCM FP: 69

Results for O=S(=O)(NCCc1c[nH]c2ccccc12)c1ccc(Cl)c(Cl)c1 ?
RMI FANCM FP: 55

What do the screens show for `CC(C)CCCC(C)C1CCC2C3CC(O)[C@@]4(O)CC(O)CCC4(C)C3CCC12C` (some centres not stated)?
RMI FANCM FP: 57

How did COc1cccc(-c2nnc(NC(=O)c3cccc(C(F)(F)F)c3)o2)c1 do in these assays?
RMI FANCM FP: 60

What do the screens show for `COc1ccc(-c2nnc(SCC(=O)Nc3cccc(C)c3C)n2N)cc1OC`?
RMI FANCM FP: 56

Results for Cc1ccc(NC(=O)Cn2c(=O)c(N3CCCCC3)nc3ccccc32)c(Cl)c1 ?
RMI FANCM FP: 85

What do the screens show for `C/C(=C/C(=O)O)C(=O)Nc1ccc(N2CCOCC2)cc1`?
RMI FANCM FP: 62

How did CS(=O)(=O)c1ccc(Nc2nc(C(=O)NCC3CCCO3)cs2)cc1 (configuration not stated) do in these assays?
RMI FANCM FP: 62

How did O=C1OCc2ccc(NC(=O)c3nccnc3C(=O)O)cc21 do in these assays?
RMI FANCM FP: 68

How did Cc1c(C(=O)OCc2ccccc2F)nnn1-c1ccc(Br)cc1 do in these assays?
RMI FANCM FP: 75

Results for COc1ccc(CNC(=O)Cc2cc(=O)[nH]c(SCc3cccc(Cl)c3)n2)cc1 ?
RMI FANCM FP: 59

How did Cc1nc2ccccc2c(=O)n1-c1cccc(NC(=O)c2cc(Br)ccc2Cl)c1 do in these assays?
RMI FANCM FP: 58

What do the screens show for `Cc1csc2c(SCC(O)C(F)(F)F)ncnc12` (configuration not stated)?
RMI FANCM FP: 54

Results for O=C(C1CCN(c2ncnc3c2sc2ncccc23)CC1)N1CCC(Cc2ccccc2)CC1 ?
RMI FANCM FP: 95

Results for O=c1c2cn[nH]c2[nH]c(=S)n1-c1cccc(C(F)(F)F)c1 ?
RMI FANCM FP: 55

Results for CN1CCN(Cc2ccc(NC(=O)NCCCc3ccccc3)cc2)CC1 ?
RMI FANCM FP: 64

Results for Fc1ccc(N=C/C=C/C=C/Nc2ccc(F)cc2)cc1 ?
RMI FANCM FP: 60

Results for CSc1cccc2sc(Nc3nc4ccc5nc(C)sc5c4s3)nc12 ?
RMI FANCM FP: 109

Results for Cc1nnc(SCc2cccc(C(F)(F)F)c2)n(N)c1=O ?
RMI FANCM FP: 56

Results for Cc1cc(C)c(/C=N\NC(=O)c2cccnc2)[nH]1 ?
RMI FANCM FP: 55

What do the screens show for `Cc1cc(C)n(C(C)CC(=O)Nc2ccccn2)n1` (configuration not stated)?
RMI FANCM FP: 64

Results for COC(=O)CSc1nc(-c2ccc(O)c(O)c2)cs1 ?
RMI FANCM FP: 60

Results for O=C(NCCCn1nc(-c2cccs2)ccc1=O)c1ccc(C(F)(F)F)cc1 ?
RMI FANCM FP: 67

How did CCc1cc(=O)[nH]c(SCC(=O)Nc2ccc(OC(F)(F)F)cc2)n1 do in these assays?
RMI FANCM FP: 51

How did CCOC(=O)CSc1nnc(CNC(=O)c2ccco2)n1C do in these assays?
RMI FANCM FP: 62

What do the screens show for `O=C1CC2C3C=C(Br)C4C3CC2C14` (configuration not stated)?
RMI FANCM FP: 54

The list goes on; it opens with the 2 that closed the last part.
How did CCOC(=O)CSc1nnc(CNC(=O)c2ccco2)n1C do in these assays?
RMI FANCM FP: 62

What do the screens show for `O=C1CC2C3C=C(Br)C4C3CC2C14` (configuration not stated)?
RMI FANCM FP: 54

Results for Cc1cc(NC(=O)c2ccc(Cl)cc2Cl)nc2c1c(=O)oc1ccccc12 ?
RMI FANCM FP: 116

Results for O=[N+]([O-])c1cc([N+](=O)[O-])c2ccccc2c1N1CCOCC1 ?
RMI FANCM FP: 54

Results for COc1ccc(S(=O)(=O)NCC2CCN(Cc3ccccc3)CC2)c(OC)c1 ?
RMI FANCM FP: 77

How did CCOC(=O)c1c(-c2ccccc2)oc2ccc(N(C(=O)c3ccncc3)S(=O)(=O)c3ccccc3)cc12 do in these assays?
RMI FANCM FP: 60

What do the screens show for `CC(=O)Nc1ccc(SCC(=O)NCCc2ccccc2)nn1`?
RMI FANCM FP: 68

What do the screens show for `COc1ccc(NC(C)=O)cc1NC(=O)c1csc2nc(-c3ccc(F)cc3)cn12`?
RMI FANCM FP: 75

What do the screens show for `COc1cc2[nH]c(=O)n(CCCCC(=O)N3CCN(c4ccccn4)CC3)c(=O)c2cc1OC`?
RMI FANCM FP: 61

What do the screens show for `Cc1ccc(N2CC(NC(=O)c3c(F)cccc3Cl)CC2=O)cc1C` (configuration not stated)?
RMI FANCM FP: 54

Results for COc1ccnc2c1c(=O)n(Cc1cccc3ccccc13)c(=O)n2C ?
RMI FANCM FP: 60

What do the screens show for `Cc1cc(NC(=O)c2ccc3c(c2)CCCC3)n(C(C)C)n1`?
RMI FANCM FP: 71

How did Cc1ccc(NC(=O)C(=O)NCC2CCN(Cc3cccs3)CC2)cc1F do in these assays?
RMI FANCM FP: 91

How did COc1ccc(OC)c2sc(N(CCCN(C)C)C(=O)c3cc(C)no3)nc12 do in these assays?
RMI FANCM FP: 82

How did CCCn1cc(C(=O)N2CCN(c3ccccc3OC)CC2)c2nn(-c3ccccc3)c(=O)c-2c1 do in these assays?
RMI FANCM FP: 54

What do the screens show for `CC(C)CCNC(=O)/C(C#N)=C1\N=C(NC(=O)c2ccccc2F)c2ccccc21`?
RMI FANCM FP: 69

What do the screens show for `CCCCCCCCCCCCCC1CC(CO)OC(C)(C)O1` (configuration not stated)?
RMI FANCM FP: 55

Three compounds out of the list, ordered by count of non-hydrogen atoms, largest number first.
What do the screens show for `CC(C)CCNC(=O)/C(C#N)=C1\N=C(NC(=O)c2ccccc2F)c2ccccc21`?
RMI FANCM FP: 69

How did COc1ccc(OC)c2sc(N(CCCN(C)C)C(=O)c3cc(C)no3)nc12 do in these assays?
RMI FANCM FP: 82

Results for COc1ccnc2c1c(=O)n(Cc1cccc3ccccc13)c(=O)n2C ?
RMI FANCM FP: 60

(listing goes on)
What do the screens show for `COc1ccc(S(=O)(=O)NCCCc2ccc(N(C)C)cc2)cc1F`?
RMI FANCM FP: 72

What do the screens show for `O=C(NCc1n[nH]c(=S)n1-c1ccccc1)c1ccccc1C(F)(F)F`?
RMI FANCM FP: 61

How did CC(=O)OCC1OC(Oc2ccc(C(=O)/C=C/c3ccccc3)cc2)C(OC(C)=O)C(OC(C)=O)C1OC(C)=O (configuration not stated) do in these assays?
RMI FANCM FP: 60

How did Cc1cccc(NC(=O)C(Br)C(C)C)c1 (configuration not stated) do in these assays?
RMI FANCM FP: 61

Results for COc1ccc(C2=CCCC2)cc1 ?
RMI FANCM FP: 66

What do the screens show for `COc1ccc(OC)c(Nc2nc(CC(=O)NCCc3c[nH]c4ccccc34)cs2)c1`?
RMI FANCM FP: 63

Results for CSc1sc(C(=O)NC(=S)Nc2ccccc2Cl)cc1S(=O)(=O)C(C)C ?
RMI FANCM FP: 51

Results for FC(F)(F)c1cc(C(F)(F)F)n2ncc(-c3nc(-c4ccc(Cl)cc4)cs3)c2n1 ?
RMI FANCM FP: 52

Results for CCOC(=O)c1ccc(Nc2c(C#N)cnc3ccc(CC)cc23)cc1 ?
RMI FANCM FP: 60

Results for CC(=O)c1c(C)oc2c1c1c(c3ccccc32)OCN(CCO)C1 ?
RMI FANCM FP: -29

Results for CCOc1ccccc1-c1noc(C2CCCN(S(=O)(=O)c3cccs3)C2)n1 (configuration not stated) ?
RMI FANCM FP: 70

What do the screens show for `O=C(Nc1nnc(-c2ccccn2)o1)c1cc([N+](=O)[O-])cc([N+](=O)[O-])c1`?
RMI FANCM FP: 62

How did CCn1nc(C)c(Br)c1-c1nc(CS(=O)(=O)c2ccsc2)no1 do in these assays?
RMI FANCM FP: 55

Results for Cc1ccc(Cn2c(CO)cnc2SCC(=O)Nc2cccc([N+](=O)[O-])c2)cc1 ?
RMI FANCM FP: 50

What do the screens show for `ICC1COC[N+]12CCOCC2` (configuration not stated)?
RMI FANCM FP: 61

What do the screens show for `Cc1csc(NC(=O)CCCn2nc(-c3ccc(Cl)cc3)ccc2=O)n1`?
RMI FANCM FP: 74

Results for C=CCn1c(C(C)C)nc2ccccc21 ?
RMI FANCM FP: 61

How did CCC(=O)N1N=C(c2cccc(NS(=O)(=O)c3ccccc3)c2)CC1c1cccs1 (configuration not stated) do in these assays?
RMI FANCM FP: 58

Results for COc1ccc(N2CC(c3nc4ccccc4n3C/C=C/c3ccccc3)CC2=O)cc1 (configuration not stated) ?
RMI FANCM FP: 67

How did COc1cccc(/C(C#N)=C/O)c1 do in these assays?
RMI FANCM FP: 64

How did Cc1cccc(C)c1NC(=O)C(=O)NCC(c1ccc2c(c1)CCN2C)N(C)C (configuration not stated) do in these assays?
RMI FANCM FP: 67

Results for Cc1cc(-c2nnc(NC(=O)CS(=O)(=O)c3ccc(Cl)cc3)o2)n(C)n1 ?
RMI FANCM FP: 69

Results for O=C(CSc1nnc(-c2ccncc2)o1)N1CCc2ccccc21 ?
RMI FANCM FP: 57

Results for O=C(c1ccc(CNS(=O)(=O)c2cccc(Cl)c2)cc1)N1CCCC1 ?
RMI FANCM FP: 74

How did Cc1ccc(N2C(=O)CSC23CCCCC3)cc1C do in these assays?
RMI FANCM FP: 60

Results for C#CCn1c(=NC(=O)c2ccccc2S(C)(=O)=O)sc2cc([N+](=O)[O-])ccc21 ?
RMI FANCM FP: 56

Results for Cc1ccc(S(=O)(=O)Nc2ccc3c(c2)CCC(=O)N3)s1 ?
RMI FANCM FP: 54

What do the screens show for `COc1ccc(NC(=S)c2ccncc2)cc1`?
RMI FANCM FP: 52

How did Cc1csc(SCCn2c(N3CCOCC3)nc3c2c(=O)[nH]c(=O)n3C)n1 do in these assays?
RMI FANCM FP: 61

How did CN(C)C=Nc1ccc(S(=O)(=O)N(C)c2nccs2)cc1 do in these assays?
RMI FANCM FP: 68

What do the screens show for `CCOC(=O)c1cn[nH]c1S(=O)(=O)Nc1cccc(C)c1C`?
RMI FANCM FP: 60

Results for Cn1c(=NC(=O)c2ccc(F)cc2)sc2cc3c(cc21)OCCO3 ?
RMI FANCM FP: 104

Results for O=C(Cn1cnc2c(-c3ccc(Cl)cc3)csc2c1=O)NCCc1ccccc1 ?
RMI FANCM FP: 125

What do the screens show for `CSc1s[s+]c(SC)c1-c1ccccc1`?
RMI FANCM FP: 54

Results for CCCn1c(=O)c2ccc(C(=O)NC(C)C)cc2n2c(=O)n(CC(=O)Nc3ccc(C)cc3C)nc12 ?
RMI FANCM FP: 70

Results for O=C(NCc1csc2ccccc12)c1ccc(Cl)cc1 ?
RMI FANCM FP: 54

How did Cc1cccc(-n2ncc3c(=O)[nH]c(-n4nc(C)cc4NC(=O)c4ccc(Br)o4)nc32)c1 do in these assays?
RMI FANCM FP: 68

What do the screens show for `Cc1cc(C(=O)O)c2ccccc2n1`?
RMI FANCM FP: 61

Results for CCOC(=O)c1c(SCC(=O)NCc2ccc3c(c2)OCO3)nc(=O)[nH]c1C ?
RMI FANCM FP: 52

How did O=C(c1ccc(Br)s1)N1CCN(c2ccccc2)CC1 do in these assays?
RMI FANCM FP: 63

Results for CCn1nc(C)cc1C(=O)Nc1cc(C)cc(C)c1 ?
RMI FANCM FP: 68

What do the screens show for `CCN(CC)CCNC(=O)c1ccc(NC(C)=O)cc1`?
RMI FANCM FP: 63

How did O=C(Nc1sc2ccccc2c(=O)c1-c1cccc(Cl)c1)c1ccco1 do in these assays?
RMI FANCM FP: 67

Results for O=C1CS/C(=N\N=C/c2ccn[nH]2)N1 ?
RMI FANCM FP: 53

Results for CCCNC(C)(C)COC(=O)c1ccccc1 ?
RMI FANCM FP: 52

Results for NC(=NC(=O)c1cccc(Cn2cc(C(F)(F)F)ccc2=O)c1)c1ccc(Cl)cc1 ?
RMI FANCM FP: 57

Results for Cc1nc2scc(C)n2c(=O)c1NC(=O)C(C)(C)C ?
RMI FANCM FP: 64

Results for CC1(C)CCc2c(cc(O)c3c2OC(C)(C)CC3)O1 ?
RMI FANCM FP: 54

Results for O=C(c1cc2ccccc2oc1=O)N1CCN(Cc2nc(-c3cccs3)cs2)CC1 ?
RMI FANCM FP: 60

How did c1ccc(C2=NCCN=C2c2ccccc2)cc1 do in these assays?
RMI FANCM FP: 53

How did CCOC(=O)N1CCc2c(sc(NC(=O)c3ccn(C)n3)c2C(=O)OC)C1 do in these assays?
RMI FANCM FP: 68

Results for COC(=O)c1ccsc1NC(=O)c1ccn(C)n1 ?
RMI FANCM FP: 70

What do the screens show for `CC(=O)NCCc1nc2ccccc2n1Cc1c(C)c(C)cc(C)c1C`?
RMI FANCM FP: 67

Seven entries drawn at random from those above, as already listed:
How did c1ccc(C2=NCCN=C2c2ccccc2)cc1 do in these assays?
RMI FANCM FP: 53

Results for COC(=O)c1ccsc1NC(=O)c1ccn(C)n1 ?
RMI FANCM FP: 70

Results for CC1(C)CCc2c(cc(O)c3c2OC(C)(C)CC3)O1 ?
RMI FANCM FP: 54

Results for O=C(c1cc2ccccc2oc1=O)N1CCN(Cc2nc(-c3cccs3)cs2)CC1 ?
RMI FANCM FP: 60

What do the screens show for `CC(=O)NCCc1nc2ccccc2n1Cc1c(C)c(C)cc(C)c1C`?
RMI FANCM FP: 67

How did CCOC(=O)N1CCc2c(sc(NC(=O)c3ccn(C)n3)c2C(=O)OC)C1 do in these assays?
RMI FANCM FP: 68

Results for NC(=NC(=O)c1cccc(Cn2cc(C(F)(F)F)ccc2=O)c1)c1ccc(Cl)cc1 ?
RMI FANCM FP: 57

Bioassay records from PubChem.

These rows are one share of the data; count on the stated rates, not on these rows.
